# NPY Y1 blocker: NPY-Y1 receptor antagonists, primary screen, cell-based. Neuropeptide Y receptor type 1 (Homo sapiens), P25929. inhibition, % at 3.6 µM. AID 1040, 2008. HEK293-CNG Y1 cells, membrane potential fluorescence; NPY at EC95, then isoproterenol. 200,000 tested, 1% active;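 active = inhibition above the campaign mean inhibition of all tested compounds plus 3 SD, cut at about 20% in these data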;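 also: 0% = DMSO wells given NPY plus isoproterenol and 100% = isoproterenol alone without NPY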
#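 Assay system: HEK293 Y1/CNG channel cell line; Doses: single compound dose of 3.6 µM, 0.4% DMSO; Timing: dye 3 h, compound 60 min room temperature, stimulation 45 min; Technique: Membrane-potential fluorescent dye readout; Measure: % inhibition of NPY effect.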
# NPY2 pot ag: NPY-Y2 potentiators or agonists, primary screen, cell-based. cells expressing NPY-Y2, potentiator/agonist read-out. activation, % at 3.6 µM. 220,000 tested, 0.45% active; in the data active = activation above about 27%;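 also: cells stimulated with NPY near EC25 plus isoproterenol at EC100; 0% = vehicle plus submaximal agonist and 100% = vehicle plus saturating agonist; some results beyond the cut were filed as inactive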
# Target sequence (P49146 whole entry, looked up): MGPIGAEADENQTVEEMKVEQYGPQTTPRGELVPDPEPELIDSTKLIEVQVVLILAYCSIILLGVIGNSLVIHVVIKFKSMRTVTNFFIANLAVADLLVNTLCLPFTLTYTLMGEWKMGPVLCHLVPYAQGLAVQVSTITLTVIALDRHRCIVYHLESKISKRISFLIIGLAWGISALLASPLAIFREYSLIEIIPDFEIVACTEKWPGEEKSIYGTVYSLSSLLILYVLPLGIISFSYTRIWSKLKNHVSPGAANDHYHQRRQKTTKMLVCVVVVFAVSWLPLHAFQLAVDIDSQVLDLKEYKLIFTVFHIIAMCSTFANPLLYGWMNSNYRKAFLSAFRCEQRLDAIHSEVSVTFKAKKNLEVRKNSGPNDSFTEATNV
# S1P4 agonist: S1P4 receptor agonists, primary screen, cell-based; Sphingosine 1-phosphate receptor 4 (Homo sapiens), O95977; S1P4-expressing cell line, agonist reporter assay; activation, % at 4.98 µM; 220,000 tested, 0.35% active; in the data active = activation above about 11%;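 also: 0% = DMSO vehicle and 100% = reference agonist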
# eIF4E 4G PPI: eIF4E–eIF4G protein interaction inhibitors, primary screen, biochemical, uHTS, TR-FRET, eIF4GI fragment; TR-FRET eIF4E-eIF4GI(517-606) binding, 2 h; inhibition, % at 21.7 µM; 220,000 tested, 0.37% active; AID 782, 2007; Eukaryotic translation initiation factor 4E (Mus musculus) + Eukaryotic translation …;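 active = inhibition above about 30%, limit read from the data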;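 also: 0% = full FRET control wells and 100% = background wells lacking eIF4GI fragment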
# EP2 mod: EP2 receptor modulators, cAMP readout, primary screen, cell-based, HTRF cAMP, PGE2 stimulation. EP2-expressing cells, cAMP HTRF FRET, PGE2 co-stimulation. 260,000 tested, 0.83% active. induction, % at 25 µM. AID 940, 2007;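 active = compounds whose cAMP rise, as percent of the full-agonist control response, exceeds 60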;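 also: rat C6 glioma line stably carrying human EP2 under a CMV promoter; the protocol text gives 20 µM as final concentration; 100% = response of wells given 1 µM PGE2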
# Target sequence (P43116 whole entry, looked up): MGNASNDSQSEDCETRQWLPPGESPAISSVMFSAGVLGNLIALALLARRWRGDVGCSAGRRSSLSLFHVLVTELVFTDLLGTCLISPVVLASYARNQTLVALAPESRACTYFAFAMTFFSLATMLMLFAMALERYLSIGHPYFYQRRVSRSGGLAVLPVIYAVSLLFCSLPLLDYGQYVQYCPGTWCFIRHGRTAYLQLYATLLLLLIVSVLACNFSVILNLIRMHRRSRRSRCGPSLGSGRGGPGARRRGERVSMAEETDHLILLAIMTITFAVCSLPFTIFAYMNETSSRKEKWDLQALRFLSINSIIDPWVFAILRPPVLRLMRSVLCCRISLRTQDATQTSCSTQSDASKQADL
# p97 ATPase inh: inhibitors of human p97 ATPase, primary screen, biochemical; Transitional endoplasmic reticulum ATPase (Homo sapiens), P55072; recombinant p97 ATPase, Kinase-Glo ATP luminescence, 3 h; inhibition, % at 8 µM; 220,000 tested, 0.42% active; in the data active = inhibition above about 15%;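 also: 0% = DMSO vehicle and 100% = wells lacking enzyme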
# NPY1 pot ag: NPY-Y1 receptor potentiators or agonists, primary screen, cell-based; NPY-Y1 expressing cells, potentiator/agonist activation; 220,000 tested, 0.37% active; activation, % at 3.6 µM; in the data active = activation above about 33%, passing the limit was not always enough;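 also: cells stimulated with NPY at EC10 then isoproterenol at EC100; 0% = low agonist plus stimulus and 100% = saturating agonist plus stimulus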
# EP2 antag: human EP2 receptor antagonists, primary screen, TR-FRET cAMP, C6 glioma cells. C6 glioma cells expressing human EP2; cells stimulated with saturating PGE2. 260,000 tested, 0.52% active. inhibition, % at 25 µM;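 active = percent inhibition above 40 after rounding to a whole number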;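 also: rat C6 glioma host cells with rolipram phosphodiesterase inhibitor present; the protocol text gives 20 µM as final concentration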
# S1P4 antagonist: S1P4 receptor antagonists, primary screen, cell-based; S1P4-expressing cells, antagonist mode, reporter read-out; inhibition, % at 4.98 µM; 220,000 tested, 0.26% active; AID 1510, 2009; in the data active = inhibition above about 29%;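 also: 0% = wells stimulated with agonist and 100% = vehicle wells without agonist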
# * marks the source's active call; other numbers are inactive results; / = no result given; & = joins results of further samples; [ ] = remark or other dose. Some of the compounds tested, so the mix of outcomes need not match the whole.
SMILES,NPY Y1 blocker,NPY2 pot ag,S1P4 agonist,eIF4E 4G PPI,EP2 mod,p97 ATPase inh,NPY1 pot ag,EP2 antag,S1P4 antagonist
Cc1ccc(C)c(-n2cc(CNCCCn3cccn3)c(-c3ccccc3)n2)c1,19.4,-26.0,3.0,-3.9,-35.5,-6.7,-19.9,7.3,-7.5
CC(C)Cc1c(O)nc(SCC(=O)Nc2ccc3c(c2)CCC3)[nH]c1=O,1.3,0.2,3.7,-0.3,18.0,-7.5,-0.3,6.9,2.7
NC(=S)NNC(=O)c1ccccc1Cl,/,4.3,-0.1,-2.4,-21.5,4.3,0.7,18.4,-0.2
Cc1cc2ccccc2nc1SCC(=O)Nc1nc(-c2ccccc2)cs1,7.8,-12.2,-1.0,-9.9[fluorescence artefact?],19.9,-3.9,-34.3,4.6,6.5
Cc1n[nH]c(=S)n1/N=C/c1cccc(OCc2ccccc2)c1,3.7,-13.8,1.9,1.7,42.4,-3.4,-6.7,11.5,-23.3
Nc1nnc(COc2cccc(C(F)(F)F)c2)s1,-2.5,-1.2,0.3,2.9,-6.0,2.4,-3.9,20.3,-18.9
O=C(Oc1c(CN2CCOCC2)cc(Cl)c2cccnc12)c1ccccc1,-1.2,-5.0,1.3,1.1,-16.9,2.2,7.2,9.7,0.6
CCCCNC(=O)C(=O)N/N=C/c1cccc(Br)c1,-0.3,7.8,0.9,-1.7[fluorescence artefact?],-12.5,0.6,13.8,2.5,5.7
O=C(O)c1cc2ccccc2n1-c1ccccc1,-0.4,2.1,-0.4,-5.3,4.4,5.6,14.5,9.0,-11.3
COc1cc(C(=S)N2CCOCC2)cc(OC)c1OC,/,-2.7,1.1,1.1,3.7,2.3,-0.4,7.2,10.8
O=C(CC1SCCNC1=O)Nc1ccc(F)c(Cl)c1 (stereo unspecified),-1.8,-2.1,2.6,1.6,-9.5,3.8,1.1,11.2,8.3
C#CCOc1nc(C)cc(C)c1S(=O)(=O)c1ccccc1C,7.0,-3.7,0.0,3.1,57.4,-3.2,2.2,2.7,-1.6
CC(O)CNCc1ccccc1C(F)(F)F (stereo unspecified),3.0,4.5,-0.2,2.3,-4.2,-1.1,-2.9,4.7,-0.3
CC(C)C(NC(=O)c1ccc(F)cc1)C(=O)Nc1cccnc1 (stereo unspecified),5.4,-3.3,1.9,1.2,-1.4,1.7,7.5,2.6,1.9
COc1cc(S(=O)(=O)NCc2ccncc2)c(OC)cc1Cl,-1.7,4.3,-0.6,3.8,25.4,1.7,-17.8,2.9,-1.8
O=C(Nc1ccc(Br)cc1)C(c1ccccc1)c1ccccc1,4.5,-15.1,-1.0,-0.8,13.0,3.6,-1.4,11.2,1.1
CCc1cccc(OCCCCNCCOC)c1,-4.5,-2.6,3.4,-10.7[fluorescence artefact?],-18.6,1.0,5.8,2.6,-24.7
CCC(C)N(C(=O)COC(=O)/C=C/c1ccc(O)c(OC)c1)C1CCS(=O)(=O)C1 (stereo unspecified),4.0,-1.3,-0.5,0.0[fluorescence artefact?],-4.0,6.5,9.0,4.9,-10.8
CC(=O)[C@@H]1[C@@H](C(=O)c2ccc(C)cc2)[C@]2(C(=O)Nc3ccccc32)[C@H]2C=Cc3cc(F)ccc3N12,9.0,3.1,0.1,10.3,40.5,3.8,5.8,10.1,-9.6
CCOc1ccc(Cc2nc(C)c(CC(=O)N3CCOCC3)c(=O)[nH]2)cc1,7.9,-9.8,1.4,3.2,15.0,1.9,7.1,11.9,-10.8
O=[N+]([O-])c1ccc(O)c(NC(=S)Nc2ccccc2)c1,-1.3,-0.7,1.5,-3.2,-0.2,0.5,-20.2,7.9,-0.7
Cc1ccccc1C(=O)Nc1ccc(Br)c(C)n1,0.7,-0.4,-1.2,4.0,-0.5,-1.6,1.5,12.1,-17.0
COc1ccc(N2C(=O)C(Cl)=C(Oc3cccc(OC)c3)C2=O)cc1,2.4,5.5,1.6,1.7,-51.9,4.8,-2.7,100.4*,-5.8
Cc1cc(NC(=O)CSc2nnc(Cc3ccccc3)o2)no1,-1.9,-5.6,1.4,1.9,-1.1,-1.2,8.2,16.9,-18.6
CC(=O)Nc1ccc(OC(=O)c2cc3cc(Br)cc(Br)c3oc2=O)cc1,2.2,0.0,-1.2,-1.9,6.7,5.3,-5.6,7.3,0.0
NNC(=O)CN1C(=O)Nc2ccc(Br)cc2C1c1ccccc1 (stereo unspecified),2.9,1.0,-0.2,-5.2,4.9,-0.3,10.2,12.5,-16.6
CCOC(=O)C1(S(=O)(=O)c2ccccc2)CCN(Cc2ccc(Cl)cc2)CC1,6.1,0.2,-0.1,3.3,-2.1,-1.9,-0.9,7.6,-5.0
COc1ccc(C2NC(=O)c3ccccc3O2)c(OC)c1OC (stereo unspecified),5.2,-13.5,0.0,2.5,-3.1,4.1,-12.3,4.6,-3.3
O=S(=O)(CCNCc1cccs1)c1ccc(Cl)cc1,/,6.9,36.5*,3.8,-5.0,-1.2,-3.2,8.6,7.8
O=c1oc(-c2cccc(Cl)c2)nc2c1cnn2-c1ccccc1,-2.8,14.2,2.4,1.4,28.1,3.6,4.6,20.6,-10.2
CCOC(=O)c1[nH]c2ccccc2c1NC(=O)CC(C)(C)C,0.1,-4.6,-0.3,1.1,-20.1,0.6,-8.5,8.4,-5.3
CC(C)CC(NC(=O)C1CCC(C)CC1)C(=O)Nc1ccccn1 (stereo unspecified),4.5,8.9,-2.2,-0.1[fluorescence artefact?],13.3,7.0,3.4,8.4,-16.1
Oc1[nH]c2ccccc2c1N=NC(=S)N1CCOCC1,/,10.5,-1.6,2.7,3.9,2.8,1.0,6.8,23.6
Cc1cccc(-c2nc(CN3CCCC(C(=O)NC4CCC(C)CC4)C3)c(C)o2)c1 (stereo unspecified),2.1,-11.2,3.7,-0.3,15.6,-3.2,-4.4,12.8,-14.7
COc1ccc(-n2c(Cc3cccn3C)nnc2SCC(=O)Nc2nc(C)cs2)cc1,3.2,12.2,-0.3,-2.7[fluorescence artefact?],-2.2,3.1,23.7,/,-12.9
NC(=O)C[n+]1cccc2ccccc21,-0.7,-1.0,0.9,-2.8[fluorescence artefact?],11.9,1.9,2.8,2.7,-6.6

# Complete entries as entered above. Order of values: NPY Y1 blocker, NPY2 pot ag, S1P4 agonist, eIF4E 4G PPI, EP2 mod, p97 ATPase inh, NPY1 pot ag, EP2 antag, S1P4 antagonist
# CC(C)CC(NC(=O)C1CCC(C)CC1)C(=O)Nc1ccccn1 (stereo unspecified) reads 4.5, 8.9, -2.2, -0.1[fluorescence artefact?], 13.3, 7.0, 3.4, 8.4, -16.1
# NC(=O)C[n+]1cccc2ccccc21 reads -0.7, -1.0, 0.9, -2.8[fluorescence artefact?], 11.9, 1.9, 2.8, 2.7, -6.6
# O=S(=O)(CCNCc1cccs1)c1ccc(Cl)cc1 reads /, 6.9, 36.5*, 3.8, -5.0, -1.2, -3.2, 8.6, 7.8
# COc1ccc(C2NC(=O)c3ccccc3O2)c(OC)c1OC (stereo unspecified) reads 5.2, -13.5, 0.0, 2.5, -3.1, 4.1, -12.3, 4.6, -3.3
# CC(=O)Nc1ccc(OC(=O)c2cc3cc(Br)cc(Br)c3oc2=O)cc1 reads 2.2, 0.0, -1.2, -1.9, 6.7, 5.3, -5.6, 7.3, 0.0

# The listing continues.
SMILES,NPY Y1 blocker,NPY2 pot ag,S1P4 agonist,eIF4E 4G PPI,EP2 mod,p97 ATPase inh,NPY1 pot ag,EP2 antag,S1P4 antagonist
COc1ccc(/C=C/C(=O)NC(=S)N2CCSCC2)cc1,7.6,-9.3,1.0,-5.3,-47.3,-7.7,-16.6,7.3,3.4
CC(C)CCn1c(=O)c2ccccc2n2c(CCl)nnc12,-1.4,1.1,0.3,3.4,-4.5,-0.2,-3.1,7.4,-6.5
Cc1cccc(NC(=O)Nc2ccc(Oc3c(F)c(F)c(F)c(F)c3F)cc2)c1,-2.5,-23.9,-1.1,1.1,-17.2,1.0,14.1,7.9,-2.1
CC(C)(C)c1ccc(-c2noc(CCC(=O)NCC3CCCO3)n2)cc1 (stereo unspecified),0.6,-1.5,0.2,-2.7,-2.7,-1.7,27.1,6.0,-11.6
O=C(c1cccc(N2C(=O)C3C4C=CC(C4)C3C2=O)c1)N1CCCc2ccccc21 (stereo unspecified),-0.7,-8.7,1.0,-0.2,24.9,3.1,-1.1,7.0,-15.1
O=C(NCc1ccco1)c1cnc2n(c1=O)CCS2,1.5,-7.3,-1.9,/,/,0.5,0.6,1.2,-6.4
CC(=O)Nc1cccc(NC(=O)C2CC3CCC2C3)c1 (stereo unspecified),0.3,-2.0,-0.3,9.8,-0.7,7.4,-0.7,4.2,6.5
COc1ccc(-c2ccccc2)cc1NCc1ccc(OC)c(OC)c1,6.0,4.6,0.3,0.7,42.0,2.1,-18.9,7.6,-5.0
O=C(CSCCSCC(=O)c1ccco1)c1ccco1,-3.9,0.9,-0.3,-10.4[fluorescence artefact?],-1.6,2.4,14.8,10.9,-3.0
OC(CNC1Cc2ccccc2C1)COc1ccc(Cl)cc1 (stereo unspecified),/,22.6,0.0,1.3,4.2,3.6,45.4*,4.8,4.5
COc1ccccc1C(=O)Oc1cc(N)n(S(=O)(=O)c2ccccc2)n1,-3.5,1.3,1.6,-3.9,14.9,7.0,2.4,4.1,2.6
O=C(Cc1ccc(Cl)cc1)NNc1c(F)c(F)cc(F)c1F,-3.1,9.5,-0.9,-8.9[fluorescence artefact?],6.3,5.2,19.2,7.3,-14.6
O=C(Nc1ccc(NC(=S)NC(=O)c2ccccc2Cl)cc1)c1cccc(Cl)c1,-12.9,7.1,-0.1,/,/,3.8,49.1,16.1,-10.5
CC(C)(C)Nc1c([N+](=O)[O-])c(=O)sc2ccccc12,3.5,-19.6,-1.6,-1.1,1.3,-4.0,-24.1,6.8,9.8
CC(=O)c1cccc(NC(=O)N2CCCC2C(=O)NCc2ccc3c(c2)OCO3)c1 (stereo unspecified),2.2,-1.8,0.8,0.9,-14.8&32.2,2.9,8.0,16.7&4.4,-5.3
Cc1ccc(C(=O)NC(=C(Cl)Cl)S(=O)(=O)c2ccc(Cl)cc2)cc1,10.0,-6.4,1.6,2.4,-41.6,17.1*,9.1,8.2,-18.1

# Reformatted with values under each structure: 2 of the compounds above.
# Results follow in this order: NPY Y1 blocker	NPY2 pot ag	S1P4 agonist	eIF4E 4G PPI	EP2 mod	p97 ATPase inh	NPY1 pot ag	EP2 antag	S1P4 antagonist
- Cc1ccccc1C(=O)Nc1ccc(Br)c(C)n1
    0.7	-0.4	-1.2	4.0	-0.5	-1.6	1.5	12.1	-17.0
- OC(CNC1Cc2ccccc2C1)COc1ccc(Cl)cc1 (stereo unspecified)
    /	22.6	0.0	1.3	4.2	3.6	45.4*	4.8	4.5

# Records listed so far that bear a hit mark in NPY1 pot ag.
SMILES,NPY Y1 blocker,NPY2 pot ag,S1P4 agonist,eIF4E 4G PPI,EP2 mod,p97 ATPase inh,NPY1 pot ag,S1P4 antagonist
OC(CNC1Cc2ccccc2C1)COc1ccc(Cl)cc1 (stereo unspecified),/,22.6,0.0,1.3,4.2,3.6,45.4*,4.5

# Source: PubChem BioAssay (several laboratories)
